Screens from PubChem BioAssay.
NPC1 promoter act: qHTS Assay for NPC1 Promoter Activators. Huh7 NPC1 promoter luciferase reporter, 24 h. Potency, µM (titrated, usually from 9.22 µM), for inactives: at the highest dose activation, most hits filed as activators. 320,000 compounds, 2.4% hits;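 note: % of control where 0% means no effect; nearly all actives have a fitted effect of over 60% in size; reporter is driven by a mutant NPC1 promoter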
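Luminescence read-out of NPC1 promoter-driven luciferase in stably transfected Huh7 cells; compounds delivered in DMSO and left 24 h at 37C, 5% CO2, qHTS titration format.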
ELG1 genotox: qHTS screen for small molecules that induce genotoxicity in human embryonic kidney (HEK293T) cells expressing luciferase-tagged ELG1. AID 504466, 2011. HEK293T ELG1-luciferase reporter, luminescence, 16 h. 330,000 compounds, 1.3% hits. Potency, µM (highest dose often 46 µM), inactives show at the highest dose activity change, positive = activation, hits mostly activators; note: % of control where 0% means no effect; nearly all actives have a fitted effect of over 60% in size
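Quantitative HTS format in 1536-well plates. HEK293T ELG1-luciferase reporter cells receive test compound and are incubated 16 hr at 37 °C, 5% CO2; ONE-Glo added, 30 min room temperature, then luminescence read.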
Rab9 prom act: qHTS Assay for Rab9 Promoter Activators. Potency, µM (top dose mostly 9.22 µM), for the others: at the highest dose activation, negative = inhibition, usual class: activators. Huh7 Rab9 promoter-luciferase reporter, luminescence, 24 h. 320,000 compounds, 2.8% hits; note: % of control where 0% means no effect; nearly all actives have a fitted effect of over 60% in size
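Cell-based reporter: Huh7 stable for Rab9 promoter-driven luciferase, plated in reduced-serum medium with 10% FBS at 1500 cells/well, compound-treated 24 h at 37 °C, luminescence read after 10 min reagent.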
FLuc counter: qHTS profiling assay for firefly luciferase inhibitor/activator using purifed enzyme and Km concentrations of substrates (counterscreen for miR-21 project); Potency, µM (titrated, usually from 57.5 µM), for the others: at the highest dose activity change, negative = inhibition, most hits filed as inhibitors; 360,000 compounds, 6.9% hits; purified FLuc, Km substrates, luminescence inhibition; Luciferin 4-monooxygenase (Photinus pyralis), P08659;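 note: plate controls were vehicle for no effect and reference inhibitor for full effect; nearly all actives have a fitted effect of over 55% in size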
Target sequence (P08659 whole entry, looked up): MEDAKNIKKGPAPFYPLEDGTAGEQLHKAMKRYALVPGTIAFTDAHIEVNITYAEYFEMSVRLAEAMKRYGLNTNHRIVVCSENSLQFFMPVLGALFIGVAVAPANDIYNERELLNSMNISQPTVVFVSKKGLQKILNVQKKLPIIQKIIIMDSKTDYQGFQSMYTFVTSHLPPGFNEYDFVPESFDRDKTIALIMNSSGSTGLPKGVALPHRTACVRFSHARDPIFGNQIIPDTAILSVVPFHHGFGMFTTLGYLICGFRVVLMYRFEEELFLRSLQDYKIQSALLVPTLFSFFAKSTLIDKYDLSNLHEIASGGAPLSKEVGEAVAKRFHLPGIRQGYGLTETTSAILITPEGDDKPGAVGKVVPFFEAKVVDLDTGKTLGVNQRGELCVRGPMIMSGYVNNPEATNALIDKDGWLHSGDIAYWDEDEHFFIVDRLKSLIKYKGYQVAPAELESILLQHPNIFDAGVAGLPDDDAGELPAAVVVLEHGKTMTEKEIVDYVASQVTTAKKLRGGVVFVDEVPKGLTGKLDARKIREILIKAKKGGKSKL
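Biochemical qHTS of compounds, final roughly 60 µM downward over six points, against 10 nM purified firefly luciferase using Km concentrations of substrates (10 uM D-luciferin, 10 uM ATP) in Tris acetate pH 7.5 buffer; luminescence output.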
RORgamma inh: qHTS for inhibitors of ROR gamma transcriptional activity; Drosophila S2 Gal4-RORgamma UAS-luciferase reporter, 20 h; Potency, µM (highest dose often 53.6 µM), for the others: at the highest dose activity change, negative = inhibition, usual class: inhibitors; 310,000 compounds, 5.4% hits; AID 2551, 2010; note: % is set by controls: 0 for no effect and ±100 for the full control effect; nearly all actives have a fitted effect of over 60% in size
Target sequence (P51450 whole entry, looked up, the tested form may be a part): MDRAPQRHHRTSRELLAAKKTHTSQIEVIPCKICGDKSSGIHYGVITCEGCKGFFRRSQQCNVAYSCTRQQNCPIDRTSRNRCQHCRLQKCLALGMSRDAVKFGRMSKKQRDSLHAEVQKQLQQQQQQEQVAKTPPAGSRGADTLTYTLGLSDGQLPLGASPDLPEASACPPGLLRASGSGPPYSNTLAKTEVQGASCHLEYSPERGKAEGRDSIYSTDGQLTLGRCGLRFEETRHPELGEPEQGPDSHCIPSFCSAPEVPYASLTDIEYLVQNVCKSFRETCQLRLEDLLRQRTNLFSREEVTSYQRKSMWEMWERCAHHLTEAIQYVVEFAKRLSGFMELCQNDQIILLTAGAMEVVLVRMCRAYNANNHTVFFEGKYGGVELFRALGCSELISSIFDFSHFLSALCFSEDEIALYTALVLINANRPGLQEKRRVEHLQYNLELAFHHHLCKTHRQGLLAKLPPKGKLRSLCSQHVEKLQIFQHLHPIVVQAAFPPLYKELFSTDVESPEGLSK
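ROR gamma transcriptional activity was tracked as Gal4-UAS luciferase output in stably transfected Drosophila Schneider cells, with compound added 1 hr before 700 uM copper sulfate induction and a 20 hr ambient-temperature incubation.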
MBNL1 CUG block: qHTS Assay for Inhibitors of MBNL1-poly(CUG) RNA binding; 280,000 compounds, 0.036% hits; Muscleblind-like protein 1 (Homo sapiens), Q9NR56; Potency, µM (series often up to 57.5 µM), for the others: top-dose activity change, negative = inhibition, actives largely listed as inhibitors; TR-FRET MBNL1-His/biotin-(CUG)12 binding, 665/545 ratio; active = well fitted inhibition curve with a large enough effect in the signal ratio, with a control signal flat, not every such curve was filed as active; inconclusive = small, poorly fitted or top-dose-only effect, or effect the other way, or a change in a side signal; inactive = no such curve, though single readings can be large or run the other way; the % refers to the signal ratio; note: % is set by controls: 0 for no effect and ±100 for the full control effect
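TR-FRET readout: Ex 340 nm, 665/545 nm emission ratio, normalized to buffer-only (basal) and MBNL1-(CUG)12 controls. Complex of MBNL1-His with Biotin-(CUG)12, compounds 92 nM–58 uM, incubated 60 min at room temperature.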
p53 reactivation: qHTS assay for re-activators of p53 using a Luc reporter; H1299 p53-A138V BP100-luciferase reporter, luminescence, 24 h; Potency, µM (titrated, usually from 92.2 µM), for the others: at the top dose activity change, positive = activation, actives largely listed as activators; 320,000 compounds, 0.063% hits; note: % of control where 0% means no effect; nearly all actives have a fitted effect of over 45% in size
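H1299 (p53-null), stable ts p53-A138V + BP100-Luc; 1000 cells/well, Opti-MEM/10% FBS; cpd 4 pt, 1:5; 24 h, 37 deg C, 5% CO2; detection reagent 10 min RT; luminescence.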
VP16 counter: VP16 counterscreen qHTS for inhibitors of ROR gamma transcriptional activity. Drosophila S2 Gal4-VP16 UAS-luciferase, luminescence, 20 h. Potency, µM (top dose mostly 53.6 µM), inactives show at the highest dose activity, negative = inhibition, hits mostly inhibitors. 310,000 compounds, 3.5% hits;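 note: Gal4-VP16 expression switched on by copper sulfate through the metallothionein promoter; % is set by controls: 0 for no effect and ±100 for the full control effect; nearly all actives have a fitted effect of over 50% in size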
MLL CXXC-DNA inh: qHTS Fluorescence Polarization Assay for Inhibitors of MLL CXXC domain - DNA interaction; Histone-lysine N-methyltransferase 2A (Homo sapiens), Q03164; MLL-CXXC / FITC-HOXA9 DNA fluorescence polarization; Potency, µM (doses to about 115 µM), for inactives: at the top dose activity change, negative = inhibition, usual class: inhibitors; 290,000 compounds, 0.037% hits; AID 2662, 2010; active = well fitted inhibition curve with a large enough effect in the polarisation, with a control signal flat, not every such curve was filed as active; inconclusive = small, poorly fitted or top-dose-only effect, or effect the other way, or a change in a side signal; inactive = no such curve, though single readings can be large or run the other way; the % refers to the polarisation
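Fluorescence polarization: 7 uM MLL-CXXC (stock) preincubated 5 min with compounds, then 50 nM fluorescein-HOX-A9 DNA (stock) added; 30 min ambient. Buffer 50 mM Tris-HCl pH 7.5, 50 mM NaCl, 1 mM DTT, 0.05% BSA.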
uPA generation: qHTS for Inhibitors of Cell Surface uPA Generation; cell surface uPA generation assay, qHTS; Potency, µM (highest dose often 38.3 µM), for inactives: top-dose activity change, negative = inhibition, hits mostly inhibitors; 330,000 compounds, 0.31% hits; AID 540303, 2011; active = well fitted inhibition curve with a large enough effect; inconclusive = small, poorly fitted or top-dose-only effect; inactive = no such curve, though single readings can be large or run the other way; tested in mouse RAW 264.7 cells; note: % is set by controls: 0 for no effect and ±100 for the full control effect; nearly all actives have a fitted effect of over 55% in size
BRCA1 expr act: qHTS Assay to Identify Small Molecule Activators of BRCA1 Expression. Potency, µM (titrated, usually from 46.1 µM), inactives show at the highest dose activation, actives largely listed as activators. MCF7-BRCA1-FFLuc reporter, luminescence, 48 h; response scale: scaled: vehicle 0%, 10 µM genistein 100%. 380,000 compounds, 1.1% hits; note: nearly all actives have a fitted effect of over 80% in size; some results filed as inactive show a strong effect at the top dose
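Quantitative HTS in MCF7 cells stably reporting BRCA1 expression via firefly luciferase. Compound treatment lasts 48 h at 37 °C in phenol-red free MEM. Activation is expressed relative to genistein at 10 microM and DMSO.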
* hit, by the source's call; ? = inconclusive; . = no result given; & = joins results of further samples; [ ] = dose if it differs, or a comment. Unless noted, calls come from the whole dose curve; as a rule, active = well fitted curve in the direction sought with a large enough effect; inconclusive = small, poorly fitted or top-dose-only effect, or another doubt; inactive = no such curve, though single readings can be large; an effect the other way counts as inactive or inconclusive. Potency is the fitted concentration of half-maximal effect. Only part of the results is shown. The share of hits here may be higher or lower than overall.

#	mol	Rab9 prom act	MBNL1 CUG block	FLuc counter	p53 reactivation	BRCA1 expr act	MLL CXXC-DNA inh
1	COc1ccc(N2CCN(Cc3cc(=O)c(OCC(=O)NC4CCCC4)co3)CC2)cc1	-10%	.	2%	9%	-9%	.
2	Cc1cc(C(=O)NCC(=O)OCC(=O)NCC2CCCO2)ccc1[N+](=O)[O-] (configuration not stated)	0%	.	.	-1%	-11%	.
3	Cc1ccc(-n2ccc(-c3nn(-c4ccccc4)ccc3=O)n2)cc1	0%	.	-2%	-3%	-1%	-2%
4	Cc1cc(C)cc(N(CC(=O)Nc2ccc(C(F)(F)F)cc2)S(=O)(=O)c2c(C)[nH]c(=O)[nH]c2=O)c1	-2%	0%	1%&-19%	-10%	-10%	21%
5	O=C(Nc1ccccc1)Nc1ccno1	6%	.	-9%	4%	-1%	0%
6	COc1ccc(OCC(=O)Nc2ccc3c(c2)C(=O)NC3=O)cc1	0%	3%	1%	-6%	-3%	3%
7	Cn1nc(-c2ccc(Cl)cc2)c2cc(C(=O)N3CCOCC3)sc21	5%	1%	-2%	-5%	-35%	10%
8	COc1cc(/C=N/Nc2nc(C)cc(=O)[nH]2)ccc1OC(=O)c1cccnc1	2%	-1%	2%	-2%	-14%	5%
9	Cc1nnc(Nc2ccc(O)cc2)[nH]c1=O	0%	-4%	3%	1%	-7%	-2%
10	Cc1cc(NC(=O)c2cccs2)ncc1NC(=O)C(C)(C)C	1.4µM*	-5%	11µM*	22%	5%	1%

#	uPA generation	NPC1 promoter act	RORgamma inh	VP16 counter	ELG1 genotox
1	15%	0%	.	.	1%
2	5%	-2%	.	.	0%
3	2%	-4%	?	3%	-8%
4	11%	-2%	26%	-9%	-3%
5	4%	22%	-5%	9%	0%
6	13%	-1%	-5%	0%	-2%
7	9%	3%	9%	-16%	1%
8	5%	-5%	-18%	0%	5%
9	0%	-4%	0%	-3%	-2%
10	-2%	0.89µM*	8%[1.91 µM]	?	4.1µM*

Screen by screen, from the results shown.
Compounds 1–9 in p53 reactivation read 9%, -1%, -3%, -10%, 4%, -6%, -5%, -2%, 1%

Next entries.
#	mol	Rab9 prom act	MBNL1 CUG block	FLuc counter	p53 reactivation	BRCA1 expr act	MLL CXXC-DNA inh
11	O=P(O)(O)c1cc(-c2ccccc2)oc1-c1ccccc1	0%	10%	?	-1%	-14%	4%
12	COc1ccc(-c2csc3ncnc(Oc4ccc5c(C)cc(=O)oc5c4)c23)cc1	-4%	-1%	4%	-12%	-10%	2%
13	CN1CCN(C(=O)CN2C(=O)CC(C)(C)S(=O)(=O)c3ccccc32)CC1	12%	2%	0%	-1%	22%	-9%
14	CCc1ccc(-n2c(O)cnc2Nc2nc(C)cc(C)n2)cc1	0%	5%	-1%	-3%	-2%	-21%
15	CC(C)(C)c1ccc(OCCCC(=O)NNC(=O)c2ccccc2O)cc1	1%	.	-12%	5%	-12%	.
16	COc1cccc(NC(=O)COc2ncnc3sc(C)c(C)c23)c1	-7%	1%	-2%	2%	-20%	15%
17	COc1cc(C(=O)O[C@H]2CC(C)=CC[C@@]3(C)CC[C@@](O)(C(C)C)[C@H]23)ccc1O	0%	-9%	-3%	-2%	-31%	-1%
18	CCn1c(SCC(=O)Nc2nccs2)nnc1-c1ccco1	-18%	-1%	-2%	-1%	-10%	1%
19	Cn1c(=O)cc(SCC(=O)NCc2cccnc2)c2ccccc21	0%	13%	0%	-1%	-17%	-11%
20	Cc1cc(C)c(S(=O)(=O)NCC(=O)O)cc1C	3%	-2%	1%	-2%	8%	3%

#	uPA generation	NPC1 promoter act	RORgamma inh	VP16 counter	ELG1 genotox
11	1%	-1%	-6%	-6%	-2%
12	-2%	-2%	5%	7%	-4%
13	10%	0%	-4%	-5%	2%
14	-5%	0%	?	-1%	-1%
15	-7%	22%	.	.	14%
16	0%	0%	26%	10%	3%
17	1%	1%	-16%	?	-2%
18	0%	-3%	0%	-9%	-7%
19	-1%	-2%	7%	-4%	11%
20	.	0%	-33%	9%	0%

Part of the list above in order of length of the SMILES, falling.
#	mol	Rab9 prom act	MBNL1 CUG block	FLuc counter	p53 reactivation	BRCA1 expr act	MLL CXXC-DNA inh
17	COc1cc(C(=O)O[C@H]2CC(C)=CC[C@@]3(C)CC[C@@](O)(C(C)C)[C@H]23)ccc1O	0%	-9%	-3%	-2%	-31%	-1%
15	CC(C)(C)c1ccc(OCCCC(=O)NNC(=O)c2ccccc2O)cc1	1%	.	-12%	5%	-12%	.
11	O=P(O)(O)c1cc(-c2ccccc2)oc1-c1ccccc1	0%	10%	?	-1%	-14%	4%

#	uPA generation	NPC1 promoter act	RORgamma inh	VP16 counter	ELG1 genotox
17	1%	1%	-16%	?	-2%
15	-7%	22%	.	.	14%
11	1%	-1%	-6%	-6%	-2%

(more compounds)
#	mol	Rab9 prom act	MBNL1 CUG block	FLuc counter	p53 reactivation	BRCA1 expr act	MLL CXXC-DNA inh
21	Cc1ccccc1C(=O)Nc1c(-c2cccs2)c(=O)c2ccccc2n1C	9%	-11%	-2%	0%	-3%	-11%
22	O=C(c1ccco1)N1CCN(Cc2cc(=O)c(OCc3cccc(F)c3)co2)CC1	-7%	.	0%	-3%	2%	.
23	C#C[C@]1(OC(C)=O)CCC2C3CCC4=CC(=O)CC[C@@H]4C3CC[C@@]21C (some centres not stated)	-3%	-2%	1%	9%	0%	1%
24	Cc1ccc(NS(=O)(=O)c2ccc3c(c2)oc(=O)n3C)cc1F	-2%	-3%	1%	-1%	-23%	-12%
25	C/C(=N\NC(=O)c1c[nH]c2ccccc12)c1ccc2c(c1)OCO2	28%	.	27µM*	10%	-5%	4%
26	COCCCn1c(C)c(C(C)=O)cc(NC(=O)c2ccccc2)c1=O	20%	5%	-9%	4%	-23%	?
27	COc1cc2c(cc1OC)CN(C(=O)c1cccc([N+](=O)[O-])c1)CC2	2%	?	-1%	6%	-9%	-6%
28	COc1ccc(/C=C/C(=O)Nc2cccc(S(=O)(=O)NC3=NCCCCC3)c2)c(OC)c1	2%	.	6µM*	-6%	24%	.
29	O=C1C(CSCc2ccccc2)NC(=S)N1c1ccccc1 (configuration not stated)	-40%[inhibitor]	-2%	-4%	4%	-8%	20%
30	Nc1c(N2CCCCC2)c(=O)[nH]c(=O)n1-c1ccccc1	-6%	1%	-1%	3%	1%	2%

#	uPA generation	NPC1 promoter act	RORgamma inh	VP16 counter	ELG1 genotox
21	-1%	0%	0%	-2%	-2%
22	1%	0%	.	.	1%
23	-14%	-4%	3%	1%	-1%
24	-19%	0%	39%	9%	-2%
25	-12%	3%	41%	?	8%
26	-5%	-1%	17%	6%	-1%
27	-1%	-3%	-32%	-5%	-10%
28	11%	4%	.	.	-7%
29	11%	-34%[inhibitor]	-27%	-29%	0%
30	-6%	-1%	-6%	6%	4%

Other entries.
#	mol	Rab9 prom act	MBNL1 CUG block	FLuc counter	p53 reactivation	BRCA1 expr act	MLL CXXC-DNA inh
31	CCc1ccc(Oc2coc3cc(OC(=O)c4cc5ccccc5oc4=O)ccc3c2=O)cc1	?	.	-5%	16%	33%	8%
32	c1csc(C2CCCN2c2nc3nonc3nc2NC2CC2)n1 (configuration not stated)	-9%	4%	4%	-2%	9%	-12%
33	Cc1csc2nc(CNC(=O)C3CCCCC3)cn12	8%	-5%	-3%	18%	36%	-3%
34	COc1ccc(C)cc1NC(=O)CCN1CCN(c2ccccc2)CC1	1%	-6%	0%	-2%	-17%	-12%
35	COc1ccc(OC)c(NC(=O)c2ccc(N3C(=O)C4CC=C(C)CC4C3=O)cc2)c1 (configuration not stated)	-5%	1%	0%	-8%	12%	2%
36	CC1CCCN(CCCNC(=O)c2cc3c(s2)-c2ccccc2OC3)C1 (configuration not stated)	0%	?	0%	16%	-35%	-5%

#	uPA generation	NPC1 promoter act	RORgamma inh	VP16 counter	ELG1 genotox
31	-2%	19%	-24%	-1%	9%
32	3%	-2%	5µM*	10µM*	0%
33	-2%	13%	-21%	-10%	-1%
34	7%	-4%	19%	-2%	-3%
35	11%	-6%	-2%	-4%	-1%
36	-4%	-2%	-19%	-10%	8%
